# Source: PubChem (National Center for Advancing Translational Sciences (NCATS))
# Mm-Cpn inhibitor: Inhibitors of TCP-1 ring complex (TRiC) of Methanococcus maripaludis (MmCpn): qHTS; Potency, µM (top dose mostly 76.9 µM), for inactives: at the highest dose activity, negative = inhibition, most hits filed as inhibitors; 330,000 tested, 0.031% active; AID 504842, 2011; purified Mm-Cpn ATPase, ADP Transcreener TR-FRET; Chaperonin Mm-Cpn (Methanococcus maripaludis); note: potency is the fitted concentration of half-maximal effect; % is set by controls: 0 for no effect and ±100 for the full control effect; nearly all actives have a fitted effect of over 80% in size
#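 Purified archaeal chaperonin (25 nM final) was preincubated with compound for 10 min at 37°C, then ATP (10 uM final) was added for 30 min at 37°C in Tris pH 7.4/KCl/MgCl2/DTT buffer. ADP was quantified by HTRF Transcreener TR-FRET.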
# PLK1 PBD inh: qHTS for Inhibitors of PLK1-PDB (polo-like kinase 1 - polo-box domain): Primary Screen | Serine/threonine-protein kinase PLK1 (Homo sapiens), P53350 | Plk1 PBD binding of FITC phosphopeptide, fluorescence polarization | 360,000 tested, 2.8% active | Potency, µM, for the others: max response, negative = inhibition, actives largely listed as inhibitors; note: potency is the fitted concentration of half-maximal effect; series mostly up to about 57 µM; % is set by controls: 0 for no effect and ±100 for the full control effect; nearly all actives have a fitted effect of over 65% in size
# EPAC1 antagonist: qHTS for Antagonist of cAMP-regulated guanine nucleotide exchange factor 3 (EPAC1): primary screen; EPAC1 GEF assay, Rap1b-BODIPY-GDP exchange fluorescence; AID 720709, 2013; Rap guanine nucleotide exchange factor 3 (Homo sapiens), O95398; 360,000 tested, 0.14% active; Potency, µM (top dose mostly 115 µM), without a hit: at the top dose activity change, negative = inhibition, most hits filed as inhibitors;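 note: potency is the fitted concentration of half-maximal effect; plate controls were vehicle for no effect and positive control for full effect; nearly all actives have a fitted effect of over 50% in size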
# Target sequence (O95398 whole entry, looked up): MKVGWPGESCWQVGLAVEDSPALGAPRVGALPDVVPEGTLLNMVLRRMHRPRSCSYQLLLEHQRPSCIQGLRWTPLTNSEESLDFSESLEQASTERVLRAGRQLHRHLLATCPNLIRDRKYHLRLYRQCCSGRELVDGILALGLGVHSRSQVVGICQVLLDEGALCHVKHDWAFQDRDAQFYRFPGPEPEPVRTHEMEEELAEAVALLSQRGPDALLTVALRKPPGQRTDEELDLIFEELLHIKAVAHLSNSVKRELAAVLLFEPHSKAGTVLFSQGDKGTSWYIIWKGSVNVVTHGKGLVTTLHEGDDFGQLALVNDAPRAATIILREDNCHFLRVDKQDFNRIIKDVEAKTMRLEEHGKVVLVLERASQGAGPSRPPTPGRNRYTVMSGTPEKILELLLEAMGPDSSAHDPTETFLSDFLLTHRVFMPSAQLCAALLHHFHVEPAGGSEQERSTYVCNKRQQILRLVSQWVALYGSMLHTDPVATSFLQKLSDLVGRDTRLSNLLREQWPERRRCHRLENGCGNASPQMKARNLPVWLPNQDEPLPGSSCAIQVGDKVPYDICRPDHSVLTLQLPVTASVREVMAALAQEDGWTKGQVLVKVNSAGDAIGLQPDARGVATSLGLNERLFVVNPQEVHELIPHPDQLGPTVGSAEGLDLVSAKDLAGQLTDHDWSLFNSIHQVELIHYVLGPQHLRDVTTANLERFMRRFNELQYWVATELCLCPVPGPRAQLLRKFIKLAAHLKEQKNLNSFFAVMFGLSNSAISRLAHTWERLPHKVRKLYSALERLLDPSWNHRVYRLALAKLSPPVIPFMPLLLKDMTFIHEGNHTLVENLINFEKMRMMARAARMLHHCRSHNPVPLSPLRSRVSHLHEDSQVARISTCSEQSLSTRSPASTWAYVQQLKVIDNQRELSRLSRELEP
# PI5P4Ka inh: qHTS for Inhibitors of phosphatidylinositol 5-phosphate 4-kinase (PI5P4K); 330,000 tested, 1.2% active; PI5P4Kalpha enzyme, ADP-Glo luminescence, 60 min; active compounds read low; Phosphatidylinositol 5-phosphate 4-kinase type-2 alpha (Homo sapiens), P48426; max response, %; active = max response of -50% or lower; inconclusive = between -30% and -50%; inactive = -30% or higher; note: value at the top dose of about 77 µM; % is set by controls: 0 for no effect and ±100 for the full control effect
#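 ADP-Glo luminescence end-point read after a 60 min room-temperature kinase reaction of PI5P4Kalpha plus substrate, initiated with ATP at 5 microM final. Buffer: 0.038 M HEPES pH 7.4, EGTA, 0.1% CHAPS, 5% DMSO.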
# EPAC2 antag: qHTS for Antagonist of cAMP-regulated guanine nucleotide exchange factor 2 (EPAC2): primary screen. AID 720708, 2013. EPAC2 GEF exchange of Rap1B-BODIPY-GDP, fluorescence. Potency, µM (series often up to 114 µM), inactives show top-dose activity, negative = inhibition, hits mostly inhibitors. 360,000 tested, 0.18% active; note: potency is the fitted concentration of half-maximal effect; % is set by controls: 0 for no effect and ±100 for the full control effect; nearly all actives have a fitted effect of over 45% in size; many of its hits are not listed in these tables
# EPAC1 agonist: qHTS for Agonist of cAMP-regulated guanine nucleotide exchange factor 3 (EPAC1): primary screen | Rap guanine nucleotide exchange factor 3 (Homo sapiens), O95398 | EPAC1 agonist qHTS, biochemical assay; response scale: 100% = response to 6.5 mM cAMP | Potency, µM (titrated, usually from 154 µM), for the others: at the top dose activation, actives largely listed as activators | 360,000 tested, 0.073% active | AID 720707, 2013; note: potency is the fitted concentration of half-maximal effect; nearly all actives have a fitted effect of over 60% in size
#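 Multi-concentration qHTS readout: loss of Rap1B-bound BODIPY-GDP fluorescence driven by 100 nM EPAC1 with excess GDP (50 uM), monitored kinetically at room temperature; agonist response expressed relative to 6.5 mM cAMP.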
# WRN helicase inh: qHTS for Inhibitors of WRN Helicase; Bifunctional 3'-5' exonuclease/ATP-dependent helicase WRN (Homo sapiens), Q14191; WRN helicase unwinding, fluorescent forked duplex, kinetic; Potency, µM (titrated, usually from 114 µM), without a hit: at the top dose activity change, negative = inhibition, usual class: inhibitors; 360,000 tested, 0.46% active; AID 651768, 2012; note: potency is the fitted concentration of half-maximal effect; % is set by controls: 0 for no effect and ±100 for the full control effect; nearly all actives have a fitted effect of over 55% in size
#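 Primary qHTS, 1536-well format. 20 nM WRN + compound, 15 min RT; start with 100 nM forked fluorophore/quencher duplex, 2 mM ATP (final); kinetic read ex 525/em 598 nm.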
# CCT modulator: High-Throughput Screening for Modulators of Cytosolic Chaperonin Activity; 360,000 tested, 0.3% active; purified chaperonin ATPase assay, HTRF ADP detection, 30 min; activity change, % (test concentration not listed), hits read low; AID 651819, 2012; in the data active = activity change below about -30%; note: % is set by controls: 0 for no effect and ±100 for the full control effect
#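 First, chaperonin was dispensed at 40 nM or 20 nM final depending on batch activity. Next, compounds were pinned at 76 uM and ATP added at 10 uM. After 30 min at 37 °C, ADP detection reagents ran 30 min at ambient temperature.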
# * = called active by the depositor; ? = inconclusive; . = not tested or not shown; [ ] = dose if it differs, or a comment. Unless noted, calls come from the whole dose curve; as a rule, active = well fitted curve in the direction sought with a large enough effect; inconclusive = small, poorly fitted or top-dose-only effect, or another doubt; inactive = no such curve, though single readings can be large; an effect the other way counts as inactive or inconclusive. An excerpt; the hit share may differ from the screen's.
# Under each structure – CCT modulator	PI5P4Ka inh	WRN helicase inh	EPAC1 antagonist	EPAC1 agonist	EPAC2 antag	Mm-Cpn inhibitor	PLK1 PBD inh
O=C(CSc1ncnc2nc[nH]c12)c1ccc([N+](=O)[O-])cc1
    -0.4	0	-21%	-6%	11%	-2%	-11%	-14%
CC[C@@]1(O)C(=O)OCc2c1cc1n(c2=O)Cc2cc3c(N)cccc3nc2-1
    -1.9	-19	-16%	3%	-23%	1%	-4%	-19%
CCS(=O)(=O)c1ccc(O)c(NC(=O)NC2CCCCC2)c1
    -1.2	2	1%	-2%	-1%	5%	1%	-1%
CCCCNC(=O)/C=C/c1ccc(S(=O)(=O)Nc2ccc(OC)cc2)cc1
    -0.3	-4	-9%	3%	6%	-9%	3%	-5%
CNC(=O)c1cc(NC(=O)N(CCC#N)CCN(C(=O)NC(Cc2ccccc2)C(=O)NC(CC(C)C)C(=O)NC)c2ccccc2)ccc1OC (centres undefined)
    0.3	8	2%	-6%	-12%	16%	.	-11%
COc1ccccc1COn1c(=O)c(-c2ccco2)[n+]([O-])c2ccccc21
    -0.2	-4	-5%	0%	-13%	-15%	-2%	?
Cn1c(N)c(C(=O)CSc2nnc(-c3c[nH]c4ccccc34)n2C2CC2)c(=O)[nH]c1=O
    -7.1	-14	?	?	10%	50µM*	-2%	-18%
Cc1c(S(=O)(=O)Nc2cccc(Cl)c2)c(=O)n(C)c(=O)n1C
    -0.2	2	-9%	-8%	4%	-1%	0%	-3%
Cc1cccc(C(=O)NCC(=O)OCC(=O)N2CCN(S(=O)(=O)c3ccc(C)cc3C)CC2)c1
    -1.5	0	-4%	7%	4%	-3%	2%	-11%
Cc1ncsc1CCSc1n[nH]c(=O)n1-c1ccccc1
    -1.0	.	7%	15%	10%	1%	2%	-6%
O=C(OCc1ccccc1)N1CCC2CC1c1cc(-c3ccc(F)cc3)ccc12 (centres undefined)
    3.0	13	-3%	15%	-11%	0%	.	-1%
COC(=O)C1NN=C(C(=O)c2ccc(Br)cc2)C1c1cccc(Br)c1 (centres undefined)
    -8.1	2	0%	-5%	16%	-26%	?	-9%
Nc1nonc1-n1nnc(C(=O)N/N=C/c2ccc(OCc3ccccc3)cc2)c1CN1CCCCC1
    -1.7	-10	-3%	-15%	-1%	-8%	2%	-3%
Cc1ccc(S(=O)(=O)N2CCN(C(=O)COC(=O)c3ccc([N+](=O)[O-])o3)CC2)c(C)c1
    -0.5	2	-1%	-3%	12%	-4%	-3%	-11%
O=c1c2ccccc2sn1-c1nccs1
    -0.8	-81*	25µM*	-10%	-5%	0%	-1%	2.4µM*

# 2 entries from above, with bars between the fields:
structure | CCT modulator | PI5P4Ka inh | WRN helicase inh | EPAC1 antagonist | EPAC1 agonist | EPAC2 antag | Mm-Cpn inhibitor | PLK1 PBD inh
Cn1c(N)c(C(=O)CSc2nnc(-c3c[nH]c4ccccc34)n2C2CC2)c(=O)[nH]c1=O | -7.1 | -14 | ? | ? | 10% | 50µM* | -2% | -18%
Cc1c(S(=O)(=O)Nc2cccc(Cl)c2)c(=O)n(C)c(=O)n1C | -0.2 | 2 | -9% | -8% | 4% | -1% | 0% | -3%

# Additional compounds:
# Under each structure – CCT modulator	PI5P4Ka inh	WRN helicase inh	EPAC1 antagonist	EPAC1 agonist	EPAC2 antag	Mm-Cpn inhibitor	PLK1 PBD inh
Cc1cc(Br)ccc1SCC(=O)OC/C(O)=C(\C#N)c1nc2ccccc2[nH]1
    1.2	-8	4%	15%	6%	5%	-2%	3%
O=C(Cc1ccccc1[N+](=O)[O-])NCC1(c2cccc3c2OCO3)OCCO1
    -0.4	17	5%	13%	7%	-1%	.	-3%
Cc1sc2nc(SCC(=O)N3CCCCC3)[nH]c(=O)c2c1C
    -2.0	-3	-11%	0%	3%	-3%	-3%	-12%
O=C(O)c1ccc(CSc2nnc(Cc3ccccc3)o2)cc1
    -1.8	.	-1%	-3%	4%	3%	-14%	-16%
O=C(Nc1ccc(OC(=O)c2ccncc2)cc1)c1ccncc1
    1.1	4	4%	1%	-4%	0%	-4%	-4%
CC(C)(C)c1ccc(CC(=O)N2CCC2(C)C(=O)N2CCCCC2)cc1 (centres undefined)
    -0.3	-3	6%	5%	4%	3%	.	-4%
CCN(CC)C(=O)CSc1nc2c(sc(=S)n2Cc2ccco2)c(=O)n1-c1ccccc1
    -0.4	-9	1%	7%	6%	-5%[57.1 µM]	-1%	-9%
Cc1nnc(SCc2ccc(Cl)cc2Cl)[nH]c1=O
    -2.1	-12	1%	0%	3%	-2%	1%	-7%
CCOC(=O)C(C)(C)Sc1nc2c(cnn2-c2ccc(F)cc2)c(=O)[nH]1
    -0.8	6	-4%	12%	-1%	3%	0%	-8%
O=C(NCCS(=O)(=O)N1CCN(c2ccccc2F)CC1)c1cc(=O)c2ccccc2o1
    -2.6	2	3%	4%	2%	-1%	1%	-12%
CCn1c(SCC(=O)NC2=NCCS2)nnc1C(C)NC(=O)c1ccccc1F (centres undefined)
    0.6	1	9%	22%	1%	-4%	0%	-16%
Cc1c(CCOC(=O)c2cc([N+](=O)[O-])cc([N+](=O)[O-])c2)sc[n+]1CC(=O)c1ccccc1
    -0.4	1	-8%	-1%	4%	0%	3%	4%
COc1ccc(NC(=O)CC(=O)Nc2ccc(OC)cc2OC)c(OC)c1
    1.1	.	1%	1%	0%	2%	-2%	3%
COc1cc(/C=N/Nc2nc(C)cc(C)n2)ccc1OC(=O)c1ccco1
    -3.6	-9	-3%	-1%	-4%	2%	-2%	5%
COC(=O)c1ccc(C(=O)Nc2ccc(F)cc2)cc1
    -1.6	-2	-2%	-10%	-15%	33%[activator]	1%	1%
CCOC(=O)C(C(=O)Nc1ccccn1)C1CCCCC1 (centres undefined)
    0.3	-3	-1%	2%	2%	15%	0%	-9%
CC(NC(=O)COC(=O)c1c[nH]c2ccccc12)c1ccccc1 (centres undefined)
    -0.6	4	-17%	-15%	-2%	-12%	0%	4%
Cc1ccn2c(c1)nc(=O)c1cc(S(=O)(=O)N3CCOCC3)ccc12
    -1.0	-5	-7%	4%	-4%	2%	-2%	?
O=C(Nc1nccs1)c1ccc2ccccc2c1
    0.9	0	-2%	12%	10%	-14%	-1%	6%
O=C(O)c1cc(NC(=O)c2cccc(C(=O)Nc3cc(C(=O)O)cc(C(=O)O)c3)c2)cc(C(=O)O)c1
    -1.9	2	-3%	-5%	7%	5%	0%	-1%
Cn1ccc(C(=O)Oc2ccc(C(=O)Nc3ccc(F)cc3F)cc2)n1
    -5.3	-6	1%	17%	-6%	9%	0%	-4%
COCCNC(=O)C1(C)CCCN(Cc2cccc(OC(=O)c3ccccc3)c2)C1 (centres undefined)
    -1.6	-6	1%	4%	3%	15%	.	-3%
Cn1c(CNC(=O)CCNC(=O)c2ccccc2F)cc(=O)n(C)c1=O
    -1.3	-6	3%	-16%	1%	-3%	0%	-3%
O=C1/C(=N\S(=O)(=O)c2cccs2)C([n+]2ccccc2)=C([O-])c2ccccc21
    0.3	0	-3%[11.6 µM]	-9%	-7%	12%	?	?
Cc1cc(C)c(NC(=O)c2ccc3c(c2)C(=O)N(Cc2cccnc2)C3=O)c(C)c1
    0.4	-4	-36%	7%	-3%	-2%	3%	-10%
C[C@@H]1CN([C@H](C)CO)C(=O)CCCn2nncc2CO[C@H]1CN(C)C(=O)c1ccccc1
    0.9	-2	-4%	-25%	-11%	4%	.	-9%
CCOC(=O)C1(C)NC(c2cc(OC)c(OC)c(OC)c2)C2C(=O)N(CC)C(=O)C21 (centres undefined)
    -0.9	.	2%	-3%	4%	4%	-11%	-8%
COc1cccc(C(=O)NC2CCN(CC(=O)NCc3ccccc3OC)CC2)c1
    1.6	-1	-12%	-6%	4%	-5%	1%	-4%
O=C(C1CCN(C2CC(=O)N(Cc3ccccc3)C2=O)CC1)N1CCCCCC1 (centres undefined)
    0.2	7	-23%	-8%	6%	2%	2%	-2%
Cc1cc(C)nc(N(C#N)CC(=O)N(c2ccccc2)C(C)C)n1
    0.0	1	-12%	5%	5%	-3%	2%	-2%
Cc1cc(=O)oc2cc(OC(=O)c3cncc(Br)c3)ccc12
    -3.0	-8	8%	-5%	-3%	9%	-3%	-9%
Cc1cc(-c2cccs2)c2c(n1)sc1c(=O)[nH]c(=O)[nH]c12
    0.0	.	-6%	-25%	-15%	-9%	-1%	-20%
COc1cc(C(O)c2nc(/C=C/c3ccc(C(F)(F)F)cc3)cs2)ccc1F (centres undefined)
    -2.7	8	-4%	-17%	-1%	-24%	.	-10%
COc1ccc(C(c2nnnn2Cc2ccccc2)N2CCN(c3nc4ccccc4s3)CC2)cc1OC (centres undefined)
    -0.4	14	-8%[57.1 µM]	-9%	6%	-9%	-8%	-1%
CCOc1ccc(NC(=S)Nc2cccnc2)cc1
    -4.7	3	-8%	-2%	-2%	4%	0%	30µM*
CC(=O)c1cccc(Nc2nc(-c3ccccc3)nc3ccccc23)c1
    2.7	0	5%	-6%	-5%	2%	-2%	6%
CCOCCCNC(=O)c1ccccc1SC
    -0.5	0	10%	14%	6%	2%	-1%	-13%
Cc1ccc2ncnc(Nc3ccc(C)c(C)c3)c2c1
    0.6	.	-16%	-16%	6%	-11%	-2%	2%
O=C(O)c1ccc(O)c(N2C(=O)Nc3ccccc3N2O)c1
    -2.1	-13	-12%	15%	-2%	13%	1%	-8%
Cn1c(=O)n(C)c2cc(S(=O)(=O)N3CCN(c4ccccc4)CC3)ccc21
    0.4	1	0%	10%	-2%	6%	?	2%
O=[N+]([O-])c1cc(CN2CCCC2)ccc1Sc1ccc(Cl)cc1
    0.0	15	-2%	3%	0%	3%	1%	2%
Cc1cc(=O)[nH]c(-n2nc(C)cc2C)n1
    -0.7	-9	5%	2%	4%	0%	3%	-7%
CCCN(CC(=O)Nc1ccccc1C)C(=O)c1ccc(C2SCCS2)cc1
    1.1	2	1%	-22%	0%	-4%	1%	-6%
